BoNT-F LC inh – BoNT/F light chain protease inhibitors, primary screen, biochemical, flow cytometry, MLPCN library; Botulinum neurotoxin type F light chain protease (Clostridium botulinum); Multiplex microsphere protease cleavage assay; inhibition, % at 10 µM; actives 0.22% (n = 360,000); in the data active means inhibition above about 35%, passing the limit was not always enough; inconclusive means no clear call, values can overlap the other calls; further: plate controls were buffer without enzyme for full effect and enzyme alone for no effect
Rv3671c protease – Rv3671c serine protease inhibitors, primary screen, biochemical, fluorescence polarization, M. tuberculosis H37Rv; actives 0.048% (n = 320,000); AID 2606, 2010; P9WHR9; inhibition, % at 5.96 µM; in the data active means inhibition above about 38%;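 further: extracellular domain of Rv3671c used as enzyme; 0% = enzyme with DMSO and 100% = no enzyme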
MazEF act – activators of E. coli MazEF toxin-antitoxin RNase, primary screen, biochemical, fluorescence, uHTS; FAM/BHQ RNA-DNA oligo cleavage fluorescence, 5 h; Endoribonuclease toxin MazF (Escherichia coli (strain K12)), P0AE70; actives 0.32% (n = 350,000); activation, % at 20 µM; AID 504720, 2011; in the data active means activation above about 50%
Target sequence (P0AE70 whole entry, looked up): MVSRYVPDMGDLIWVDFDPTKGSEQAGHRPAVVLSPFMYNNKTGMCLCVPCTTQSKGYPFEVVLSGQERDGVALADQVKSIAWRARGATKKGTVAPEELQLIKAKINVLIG
CCHFV vOTU inh – CCHFV vOTU protease inhibitors, primary screen, biochemical, Pep-AMC substrate, fluorescence | Crimean-Congo hemorrhagic fever virus L polyprotein viral ovarian tumor (vOTU) protease … | inhibition, % at 11.5 µM | actives 0.55% (n = 370,000); in the data active means inhibition above about 30%; further: 0% = vehicle wells with enzyme and 100% = no enzyme wells
BoNT-A LC inh2 – BoNT/A light chain protease inhibitors, primary screen, biochemical, flow cytometry, MLPCN library | Botulinum neurotoxin type A light chain protease (Clostridium botulinum A str. ATCC 3502) | multiplex microsphere protease substrate cleavage | inhibition, % at 10 µM | actives 0.17% (n = 360,000); further: plate controls were buffer without enzyme for full effect and enzyme alone for no effect
SSB-PriA inh – inhibitors of Klebsiella pneumoniae PriA binding to SSB C-terminal tail, primary screen, biochemical, AlphaScreen | AlphaScreen SSBct-PriA binding, biotinylated peptide | PriA–SSB C-terminal tail interaction (Klebsiella pneumoniae) | actives 0.6% (n = 430,000) | inhibition, % at 33 µM | AID 1272365, 2023; in the data active means inhibition mostly above about 37%, no sharp cut-off; inactive means mostly below about 20%;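 further: plate controls were negative control peptide for no effect and reference peptide for full effect; strong numbers were not always called active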
VHR inh abs – VHR1 phosphatase inhibitors, primary screen, biochemical, absorbance, uHTS. Dual specificity protein phosphatase 3 (Homo sapiens), P51452. recombinant VHR phosphatase, pNPP absorbance. inhibition, % at 13.3 µM. actives 0.52% (n = 290,000); in the data active means inhibition above about 50%; further: some compounds called inactive have numbers as strong as hits
Target sequence (P51452 whole entry, looked up): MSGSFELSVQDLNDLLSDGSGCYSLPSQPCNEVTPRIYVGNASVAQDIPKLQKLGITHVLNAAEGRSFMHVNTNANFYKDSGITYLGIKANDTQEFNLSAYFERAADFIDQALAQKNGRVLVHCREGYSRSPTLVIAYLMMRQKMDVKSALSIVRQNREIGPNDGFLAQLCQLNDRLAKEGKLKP
SARS 3CLpro inh – SARS-CoV 3CLpro protease inhibitors, primary screen, biochemical, quenched FRET. Replicase polyprotein 1ab (Severe acute respiratory syndrome coronavirus), P0C6X7. inhibition, % at 6 µM. recombinant SARS-CoV 3CLpro, quenched FRET peptide cleavage. actives 0.14% (n = 290,000); in the data active means inhibition above about 12%
PrPC surface inh – inhibitors of human cell surface prion protein PrPC, primary screen, cell-based, TR-FRET | Major prion protein (Homo sapiens), P04156 | TR-FRET read-out | inhibition, % at 13.8 µM | actives 0.43% (n = 370,000); in the data active means inhibition above about 24%; further: 0% = median of the test wells and 100% = reference compound wells
Anthrax LF prot – Bacillus anthracis LF protease inhibitors, primary screen, biochemical, multiplex microsphere, MLPCN library; Lethal factor (Bacillus anthracis), P15917; multiplex microsphere protease cleavage assay; inhibition, % at 10 µM; actives 0.12% (n = 360,000); further: plate controls were buffer without enzyme for full effect and enzyme alone for no effect
Target sequence (P15917 whole entry, looked up): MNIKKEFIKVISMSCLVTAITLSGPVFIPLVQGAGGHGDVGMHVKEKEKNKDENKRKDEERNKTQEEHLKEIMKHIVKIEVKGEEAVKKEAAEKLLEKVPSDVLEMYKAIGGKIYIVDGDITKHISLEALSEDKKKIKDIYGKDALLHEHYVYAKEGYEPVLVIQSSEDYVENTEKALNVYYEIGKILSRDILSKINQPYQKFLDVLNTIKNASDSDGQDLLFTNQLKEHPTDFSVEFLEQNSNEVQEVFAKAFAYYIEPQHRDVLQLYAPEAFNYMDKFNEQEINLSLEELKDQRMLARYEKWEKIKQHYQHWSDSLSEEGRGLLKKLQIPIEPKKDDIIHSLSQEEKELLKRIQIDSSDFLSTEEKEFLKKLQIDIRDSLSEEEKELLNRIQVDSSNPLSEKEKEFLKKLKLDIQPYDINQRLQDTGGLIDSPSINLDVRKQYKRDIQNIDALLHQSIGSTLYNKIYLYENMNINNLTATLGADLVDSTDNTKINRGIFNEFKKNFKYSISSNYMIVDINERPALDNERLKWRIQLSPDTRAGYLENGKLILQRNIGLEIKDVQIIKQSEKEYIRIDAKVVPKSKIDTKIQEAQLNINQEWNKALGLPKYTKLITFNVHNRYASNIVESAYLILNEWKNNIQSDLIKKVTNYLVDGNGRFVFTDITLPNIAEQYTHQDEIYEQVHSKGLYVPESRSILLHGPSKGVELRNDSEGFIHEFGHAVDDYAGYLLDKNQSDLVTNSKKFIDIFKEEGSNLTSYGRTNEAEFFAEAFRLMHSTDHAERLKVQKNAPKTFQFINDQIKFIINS
Starred values were filed as active, the others as inactive; u = inconclusive; x = not tested or not shown. Unless noted, no stated cut-off is given here; in the data, active means inhibition above about 30%; inconclusive means no clear call, values can overlap the other calls; inactive means below that.

Value order: BoNT-F LC inh, Rv3671c protease, MazEF act, CCHFV vOTU inh, BoNT-A LC inh2, SSB-PriA inh, VHR inh abs, SARS 3CLpro inh, PrPC surface inh, Anthrax LF prot
Cc1ccccc1NC(=O)CCCC(=O)c1ccccc1
→ -17, -3, 7, -9, 0.9, 3, -5, -2, -6, 12
Fc1ccc(-c2cc(C(F)(F)F)nc(N3CCCCC3)n2)cc1
→ -1, 2, -1, 3, 1.1, -45, 15, 1, 3, 1
Cc1cccc(N2C(=O)CSC2c2cccnc2)c1 (centres undefined)
→ -15, 9, 9, 5, -0.8, -11, 11, 0, 7, -1
CC1(C(=O)NS(=O)(=O)c2cccc(C#N)c2)CCN1C(=O)c1ccccc1CCc1ccccc1 (centres undefined)
→ 4, x, x, 12, 0.3, x, x, x, 7, -4
CCOc1ccc(CN(C)C(=O)CCl)cc1
→ 2, -3, -1, -9, -1.1, -6, 6, 0, 2, -2
CCC(C(=O)NCC1CCCO1)n1nc(C)c2sc3ccccc3c2c1=O (centres undefined)
→ 19, -7, 5, 7, 14, 4, 6, 1, 1, 7
Cc1cnc(C(=O)N2CCc3c([nH]c4ccccc34)C2c2ccc(F)cc2)cn1 (centres undefined)
→ 1, -4, 7, -14, 0.0, 21, 13, 3, -8, -1
OC(c1ccc(Cl)c(Cl)c1)c1ncc(-c2ccccc2Cl)[nH]1 (centres undefined)
→ 2, x, x, -10, -0.5, x, x, x, 2, -10
COc1cccc(OC)c1C(=O)Nc1cccnc1
→ 1, 7, 7, 8, 0.4, 7, 21, 3, 1, -3
Cc1c(-c2nc(-c3ccncc3)no2)cccc1[N+](=O)[O-]
→ -4, -8, -7, -7, -1.2, -4, -6, 0, 3, -2
O=C(NCCNS(=O)(=O)c1ccccc1)c1cc(OCC(F)(F)F)ccc1OCC(F)(F)F
→ 7, -16, 6, -7, 0.2, 3, 44, 5, 7, 2
O=C1CSC(c2cccc(O)c2)N1Cc1ccccc1 (centres undefined)
→ u, -3, 6, -14, -11, -5, -5, 1, 2, 2
COc1ccc(/C=C2\SC(=S)N(CCC(=O)NCCc3ccc(O)cc3)C2=O)cc1
→ -2, -35, -6, 8, 1.4, 5, 32, -3, 4, 1
CCS(=O)(=O)N1CCN(c2ccnc3cc(Cl)ccc23)CC1
→ x, -7, 4, -3, x, 5, 13, 0, -4, x
CC(=O)Cc1nsc(Nc2ccccc2)n1
→ 3, -2, 4, -14, 0.8, 2, 16, 5, 3, 2
CCOC(=O)C1=C(COC(=O)c2ccc(Br)c(S(=O)(=O)N3CCOCC3)c2)NC(=O)NC1C (centres undefined)
→ 7, x, 8, -1, -0.1, -1, x, x, 0, -3
COc1ccc(NC(=O)CNC(=O)c2ccc([N+](=O)[O-])cc2)cc1
→ -2, -9, 0, -9, 0.9, -3, 16, 0, -17, -3
COc1ccc(CCNC(=O)COc2ccc(N(C)S(=O)(=O)c3ccc(C)cc3)cc2)cc1
→ 0, -1, 3, -7, 1.3, 1, -9, -2, -5, 4
Cc1cc(C(=O)NCc2ccc(F)cc2)n(-c2ccccc2)n1
→ -1, 5, 9, -8, -0.1, -16, -2, -3, -3, -4
COc1ccc(OCC(O)CNC2CCCC2)cc1 (centres undefined)
→ -10, x, -25, -4, -0.9, -3, -14, -3, 1, 2
CC1CCC(N(C(=O)c2csnn2)C(C(=O)NC(C)(C)C)c2cccnc2)CC1 (centres undefined)
→ -22, 5, 3, 6, 3.2, -8, -4, 4, 2, 29
Cc1cc(C(=O)N/N=C/c2ccc(N(C)C)cc2)c2ccccc2n1
→ 5, -5, 10, 7, 1.2, x, 8, 4, 12, 11
CCOc1ccccc1-c1nc(C(N)=O)c2[nH]c(=O)n(-c3ccccc3)c2n1
→ -6, -2, -5, -4, -0.7, -13, 30, -2, -2, -10
O=C(Nc1nnc(SCCN2CCOCC2)s1)C1CC(=O)N(c2ccccc2)C1 (centres undefined)
→ 6, -2, -2, 10, -0.3, -13, 2, 0, 2, 3
COCCNC(=O)C(OC(=O)c1ccco1)c1ccccc1OC (centres undefined)
→ -9, -1, 1, 12, -0.8, -9, 2, 4, -10, -2
CC(C)Cc1ccc(/C(=N/O)C(=O)O)s1
→ -2, 2, -7, 4, -0.5, x, 27, -1, -3, -7
COc1ccc(CNC(=O)CCCn2nc(C)c3c(C)n(-c4ccc(C)cc4)nc3c2=O)cc1
→ -2, -2, -5, 7, 1.1, -11, -10, -1, 7, 0
CCc1nnc(NC(=O)c2ccc(S(=O)(=O)N3CCCCCC3)cc2)s1
→ 5, 2, -2, 3, -0.1, -3, 30, 0, 1, -2
COc1cc(-c2nnc(SCc3cc(=O)oc4cc(O)c(O)cc34)o2)cc(OC)c1OC
→ 6, 8, 2, 8, 7.9, 7, 6, 2, 1, -6
O=C(CC1C(=O)NCCN1Cc1ccc(Cl)c(F)c1)NCCc1cccnc1 (centres undefined)
→ -2, 8, -3, 10, 0.2, 5, -12, 7, -3, -10

The final two entries of the section above lead into the next:
Value order: BoNT-F LC inh, Rv3671c protease, MazEF act, CCHFV vOTU inh, BoNT-A LC inh2, SSB-PriA inh, VHR inh abs, SARS 3CLpro inh, PrPC surface inh, Anthrax LF prot
COc1cc(-c2nnc(SCc3cc(=O)oc4cc(O)c(O)cc34)o2)cc(OC)c1OC
→ 6, 8, 2, 8, 7.9, 7, 6, 2, 1, -6
O=C(CC1C(=O)NCCN1Cc1ccc(Cl)c(F)c1)NCCc1cccnc1 (centres undefined)
→ -2, 8, -3, 10, 0.2, 5, -12, 7, -3, -10
CN(C(=O)c1ccc(NC(=O)Cc2ccc(NC(=O)C3CCCN(C(=O)C4CCC4)C3)cc2)cc1)C1CC1 (centres undefined)
→ -2, -7, 6, -3, -0.6, 2, x, x, -1, -8
O=C(CN1CCN(C2CCS(=O)(=O)C2)CC1)N1N=C(c2ccc(Cl)cc2)CC1c1ccco1 (centres undefined)
→ 5, x, 1, -2, -2.8, -7, x, x, -1, 2
CC(C)=CCC[C@H](C)C[C@@H]1Cc2[nH][nH]c(=O)c2[C@H](c2ccc(F)cc2)O1
→ -4, x, x, 10, -0.4, x, x, x, 2, -8
COc1ccc(NC(=O)CCN2C(=O)c3ccccc3S2(=O)=O)cc1
→ 2, 0, 7, -4, 0.6, -4, 5, -3, -1, 3
C=CCNC(=O)CSc1nc2sc(C)c(C)c2c(=O)[nH]1
→ -11, 4, 6, -3, -1.3, -14, 12, 0, 4, -8
COc1ccccc1OCCOCCn1cnc2ccccc2c1=O
→ 2, 1, 2, -14, u, -16, -4, -8, -1, -1
Cc1ccc2c(c1)c(N=O)c(O)n2Cc1ccc(Cl)cc1
→ -5, -112, 8, 7, 0.8, -7, 8, 3, -14, -2
CC1Cc2ccccc2N1C(=O)Cn1c(=O)cc(O)c2ccccc21 (centres undefined)
→ -9, 5, 2, -4, u, -4, 29, 2, 4, -4
CC(Sc1nnc(-c2ccc(OC(F)F)cc2)n1N)C(=O)NCC1CCCO1 (centres undefined)
→ -6, -6, -1, 2, 2.6, 0, x, x, 1, -5
COC(=O)c1ccc(C2C(C#N)=C(C)NC3=C2C(=O)CC(C)(C)C3)cc1 (centres undefined)
→ 2, 6, -6, -169, 1.2, -10, 26, -1, 0, 0
CCCC(C)(COC(N)=O)COC(=O)NC(C)C (centres undefined)
→ -6, 2, 8, 10, -0.2, 2, 1, 0, 7, -14
COc1ccc2oc(=O)c(NC(=O)C3CCCCC3)cc2c1
→ -3, -1, -2, -4, -0.5, -5, 20, -7, -7, -3
COc1ccc(C2C(C(=O)O)CCC(=O)N2c2ccc(OC)cc2)cc1 (centres undefined)
→ -3, 5, -3, 8, 1.5, -2, 6, -2, -6, -5
Cc1ccc(S(=O)(=O)N2CCOC2CNC(=O)C(=O)NCc2ccncc2)cc1 (centres undefined)
→ 2, -1, 5, -6, 0.2, -2, -13, -1, 7, -8
COC(=O)c1nn(-c2ccccc2)c(Cl)c1/C=N/OCc1ccc(Cl)cc1Cl
→ -2, 2, -6, 15, -0.5, x, 16, -5, -2, -5
CCOC(=O)N1CCN(CC(O)COc2ccc(OC)cc2C(C)(C)C)CC1 (centres undefined)
→ -1, -16, 4, 10, -0.1, 11, 3, -2, -2, 1
CC(C)CN1Cc2ccccc2Oc2cc(Br)ccc2S1(=O)=O
→ -1, x, 1, 18, -0.3, -5, x, x, 6, -9
COc1cc(C2NC(=O)NC(c3ccccc3)=C2C(C)=O)cc([N+](=O)[O-])c1O (centres undefined)
→ 0, -1, 2, 3, -0.7, -10, -19, -3, 5, 3
CCN(C[C@H]1N[C@@](C)(C(=O)OC)[C@H]2C(=O)N(C)C(=O)[C@@H]12)C(=O)c1ccccc1
→ -4, 5, -4, 3, -0.6, 3, x, x, 0, -5
COc1ccc(C(=O)NCCOc2ccccc2)cc1S(=O)(=O)N1CCOCC1
→ x, -2, 0, -2, x, -5, x, x, 3, x
Cc1ccc2c(c1)cc1c(=O)n(CC(=O)NCCCc3ccccc3)nc(C)n12
→ 2, -4, -6, -4, 2.1, -6, -6, 8, 0, 0
Cc1cccnc1C1=NOC(Cc2ccccc2)C(=O)N1Cc1ccc2c(c1)OCO2 (centres undefined)
→ -7, x, x, 3, -1.9, x, x, x, -13, -16
NC(=O)C1CCCN(CC(=O)N2CCN(c3ccccc3)CC2)C1 (centres undefined)
→ 4, -1, -4, -1, 1.2, -14, -14, -7, 5, 11
Cc1c(C(=O)Nn2cnnc2)oc2ccccc12
→ 2, 2, 8, 2, 0.5, 4, -18, 4, 3, 3
CC(=O)Nc1ccc(S(=O)(=O)Nc2c(C)nn(-c3ccccc3)c2C)cc1
→ -1, -4, -3, -29, 0.1, 5, 13, -1, 4, 3
O=[N+]([O-])c1ccc(S(=O)(=O)NCCc2ccncc2)cc1
→ -6, 4, -16, 0, -0.8, -8, 4, 2, -21, -2
Cc1ccc(-c2nn(CC(=O)NN3CCOCC3)c(=O)c3ccccc23)cc1
→ -2, -3, -2, 0, 0.2, -4, 27, -1, -1, -1
COc1ccc2c(=O)c(C(=O)NCCc3ccc(OC)c(OC)c3)c[nH]c2c1
→ -2, 1, -3, -16, 0.2, 3, -2, 1, 0, 4
COc1ccc2[nH]cc(/C=C(/C#N)S(=O)(=O)c3ccccc3)c2c1
→ -16, -34, -38, 19, -0.3, -17, -7, 5, -5, -2
CSc1ccccc1C(=O)C1CCCN(C(=O)CCN2CCCO2)C1 (centres undefined)
→ -3, 4, -2, 0, 0.0, -5, 13, 5, -8, 0
CCCOc1c(OC)cc(Cl)cc1C1NC(=O)NC(C)=C1C(=O)NCc1ccccc1 (centres undefined)
→ -6, -3, 2, -7, 0.5, -9, 20, -1, -5, -1
CCc1ccccc1NC(=O)Nn1cnnc1
→ 10, 8, 4, 6, 0.7, -19, 6, -1, -4, 1
Nc1ccc(NC(=S)Nc2ccccc2)cc1
→ u, x, 5, 24, -6.4, -8, 23, -1, -1, 6
Cc1ccc(Cl)cc1NC(=O)C1CCCN(S(=O)(=O)c2c(C)noc2C)C1 (centres undefined)
→ 12, 3, -4, 3, 0.8, 3, 5, 0, -7, -4
CC(/C=N/NC(=O)CSc1nnc(SCc2ccccc2)s1)=C\c1ccco1
→ 3, -17, -1, 3, -0.4, x, -2, 2, -2, -1
Cc1ccc(C)c(-n2c3nc(=O)n(C)c(=O)c-3cc3ccccc32)c1
→ 23, 10, -4, -102, 3.4, -3, 1, -3, -26, -10

Screening data (PubChem)

This is a subset; count on the stated rates, not on these rows.
